Screening data (PubChem BioAssay)
Jurkat NFkB inh – inhibitors of the PMA/ionomycin-induced NF-kB reporter in Jurkat cells; PMA/ionomycin-induced NF-kB luciferase reporter, luminescence; inhibition, % at 4 µM; hit rate 0.53% among 330,000
HKDC1 inh – blocks human hexokinase HKDC1 activity; Q2TB90; recombinant HKDC1, G6PDH/diaphorase resazurin coupled fluorescence; inhibition, % at 20 µM; hit rate 0.16% among 340,000;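 active = inhibition above about 35% when tested at 20 µM, limit read from the data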;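 note: plate controls were DMSO wells with enzyme for no effect and DMSO wells lacking enzyme for full effect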
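Assay system – recombinant HKDC1 (HK5) hexokinase enzyme, produced in-house · Input – HKDC1 at 5 µg/mL · Reagent – glucose plus 1 mM ATP as hexokinase substrates · Timing – 90 min reaction incubation at room temperature, dark · Measured by – G6PDH/diaphorase-coupled fluorescence, 1 mM NADP, 100 µM resazurin, 525/613 nm · Benchmarks – DMSO-enzyme wells negative, buffer-substituted wells positive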
SENP7 inh – SENP7 protease inhibition. Q9BQF6. recombinant SENP7, Z-RLRGG-aminoluciferin luminescence, 40 min. inhibition, % at 5 µM. hit rate 1.5% among 330,000. AID 434973;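 active = inhibition above about 50% at the single test dose, limit read from the data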;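 note: plate controls were DMSO with enzyme for no effect and no enzyme buffer wells for full effect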
Target sequence (Q9BQF6 706-1050 limits assumed): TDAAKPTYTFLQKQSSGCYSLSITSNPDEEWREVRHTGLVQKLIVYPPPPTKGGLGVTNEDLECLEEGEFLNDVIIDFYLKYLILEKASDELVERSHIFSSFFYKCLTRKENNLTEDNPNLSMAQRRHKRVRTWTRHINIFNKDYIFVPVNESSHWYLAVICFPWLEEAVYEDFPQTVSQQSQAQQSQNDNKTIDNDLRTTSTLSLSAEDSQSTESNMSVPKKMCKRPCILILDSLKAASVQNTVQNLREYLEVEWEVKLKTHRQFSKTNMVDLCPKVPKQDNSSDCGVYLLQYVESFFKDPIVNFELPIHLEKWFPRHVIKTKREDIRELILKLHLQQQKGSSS
697 NFkB inh – lowers PMA/ionomycin-induced NF-kB signal in 697 B cells; hit rate 0.33% among 330,000; inhibition, % at 4 µM; AID 435022; 697 B-cell NF-kB luciferase reporter, 16 h; in the data active = inhibition above about 35%
UBC13 polyUb – blocks human UBC13 polyubiquitin chain formation; P61088; TR-FRET; inhibition, % at 20 µM; hit rate 0.47% among 330,000; in the data active = inhibition above about 45%, passing the limit was not always enough
Target sequence (P61088 whole entry, looked up): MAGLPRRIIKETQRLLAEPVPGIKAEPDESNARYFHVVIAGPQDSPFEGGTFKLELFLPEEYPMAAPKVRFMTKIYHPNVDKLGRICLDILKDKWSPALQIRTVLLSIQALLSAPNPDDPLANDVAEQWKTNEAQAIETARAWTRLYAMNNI
Apaf1 inhib – human Apaf-1 inhibition; reconstituted apoptosome caspase-3 activity, DEVD-Rh110 fluorescence; AID 489030; hit rate 0.71% among 330,000; inhibition, % at 20 µM; active = inhibition of at least 40% at 20 µM;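 note: plate controls were DMSO wells for no effect and DEVD-CHO caspase inhibitor wells for full effect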
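Medium: Hepes buffer, pH 7.5 / System: biochemical Apaf-1 apoptosome reconstitution / Measured by: Rh110 fluorescence, excitation 480 nm, emission 540 nm / Times: compound with Apaf-1, dATP, procaspase-3 30 min, then 50 min reaction, room temperature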
SENP8 block – SENP8 protease inhibition. Q96LD8. purified SENP8, Z-RLRGG-aminoluciferin cleavage, luminescence. inhibition, % at 10 µM. hit rate 1.2% among 330,000. AID 2540
Target sequence (Q96LD8 whole entry, looked up): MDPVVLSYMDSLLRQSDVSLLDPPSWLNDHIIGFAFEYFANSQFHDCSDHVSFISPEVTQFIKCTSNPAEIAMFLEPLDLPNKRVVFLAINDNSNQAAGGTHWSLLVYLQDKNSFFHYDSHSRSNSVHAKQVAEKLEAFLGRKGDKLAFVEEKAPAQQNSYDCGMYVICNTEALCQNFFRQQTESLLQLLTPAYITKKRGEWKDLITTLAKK
Gli-Sufu antag – Gli-Sufu pathway antagonism. Sufu-KO-LIGHT fibroblasts, Gli luciferase reporter luminescence. inhibition, % at 5 µM. hit rate 0.74% among 340,000;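 active = inhibition above about 55%, limit read from the data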;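 note: 0% = DMSO-treated cells and 100% = wells with medium but no cells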
Active calls of the source: *. Cut-off read from the data, not from the text of the source, unless noted: active = inhibition above about 50%; inactive = the rest. Outcome played no part in choosing rows (roughly 3.6% active in at least one column).

For O=C(NCCSc1ccccc1)c1ccc(CN2CCOCC2)cc1 the results were Jurkat NFkB inh -98.0, HKDC1 inh -6.2, SENP7 inh -6.2, 697 NFkB inh -142.2, UBC13 polyUb -5.7, Apaf1 inhib 7.6, SENP8 block -5.8 and Gli-Sufu antag -59.4.
CC(=O)N1N=C(c2ccccc2OC(=O)/C=C/c2ccccc2)CC1c1ccccc1 (configuration not stated) was read as Jurkat NFkB inh 2.2, HKDC1 inh 2.4, SENP7 inh 0.7, 697 NFkB inh 0.8, UBC13 polyUb -0.7, Apaf1 inhib 14.2, SENP8 block -5.3 and Gli-Sufu antag 2.0.
COc1ccc(CCC(C)Nc2ccccc2F)cc1 (configuration not stated) was read as Jurkat NFkB inh -12.1, HKDC1 inh -2.7, SENP7 inh -3.6, 697 NFkB inh 1.4, UBC13 polyUb -3.4, Apaf1 inhib 4.5, SENP8 block -16.9 and Gli-Sufu antag 1.5.
O=C(CNC(=O)c1ccco1)NNC(=O)c1n[nH]c(=O)c2ccccc12 was read as Jurkat NFkB inh 14.9, HKDC1 inh -3.1, SENP7 inh -5.3, 697 NFkB inh 4.7, UBC13 polyUb 2.8, Apaf1 inhib -4.7, SENP8 block 5.1 and Gli-Sufu antag 6.6.
Cc1ccc(S(=O)(=O)NCC(=O)N(CC(=O)NCC2CCCO2)Cc2ccco2)cc1 (configuration not stated) was read as Jurkat NFkB inh -6.5, HKDC1 inh 3.1, SENP7 inh -10.0, 697 NFkB inh -13.2, UBC13 polyUb -3.1, Apaf1 inhib 6.5, SENP8 block 3.5 and Gli-Sufu antag -14.1.
Cc1ccc(/C=N/n2c(C)nc3ccccc3c2=O)o1 was read as Jurkat NFkB inh 8.7, HKDC1 inh 7.1, SENP7 inh 1.4, 697 NFkB inh 34.4, UBC13 polyUb -1.6, Apaf1 inhib -8.2, SENP8 block -6.2 and Gli-Sufu antag -4.7.
CCn1nnc(-c2ccccc2NC(=O)c2cnccn2)n1 was read as Jurkat NFkB inh -0.8, HKDC1 inh -13.6, SENP7 inh -4.8, 697 NFkB inh -0.5, UBC13 polyUb 3.8, Apaf1 inhib 18.3, SENP8 block -5.2 and Gli-Sufu antag -4.6.
Screening CCOc1ccc(OCCOCCN2CCCC2)cc1 returned Jurkat NFkB inh 2.3, HKDC1 inh -2.5, SENP7 inh 0.0, 697 NFkB inh 7.5, UBC13 polyUb 3.3, Apaf1 inhib -10.8, SENP8 block -7.9 and Gli-Sufu antag 6.0.
`Cc1cc(NC(=O)CSc2nc3ccccc3n2CC(=O)N2CC(C)CC(C)C2)no1` (configuration not stated) gave Jurkat NFkB inh -19.9, HKDC1 inh -7.3, SENP7 inh -2.4, 697 NFkB inh -8.2, UBC13 polyUb 12.8, Apaf1 inhib -2.2, SENP8 block -4.1 and Gli-Sufu antag 7.4.
`CCCN(C(=O)c1cc2c(s1)CCC2)c1c(N)n(Cc2ccccc2)c(=O)[nH]c1=O` gave Jurkat NFkB inh -2.7, HKDC1 inh 6.8, SENP7 inh -0.1, 697 NFkB inh 16.6, UBC13 polyUb 10.3, Apaf1 inhib 1.7, SENP8 block -2.4 and Gli-Sufu antag 5.1.
Screening Cc1sc2ncnc(Sc3nnc4sc5ccccc5n34)c2c1C returned Jurkat NFkB inh -11.4, SENP7 inh 8.5, 697 NFkB inh -36.2, UBC13 polyUb -1.5, Apaf1 inhib -9.7 and SENP8 block -2.2.
`COc1ccc(Cc2nnc(N/N=C/c3ccc(Br)cc3)[nH]c2=O)cc1OC` gave Jurkat NFkB inh -1.7, HKDC1 inh -5.6, SENP7 inh 6.4, 697 NFkB inh 4.4, UBC13 polyUb -17.8, Apaf1 inhib 7.0, SENP8 block 3.4 and Gli-Sufu antag -1.3.
COc1ccc([C@@H](C)NC(=O)c2ccc3oc(C(C)C)nc3c2)cc1 was read as Jurkat NFkB inh -37.7, HKDC1 inh 1.3, SENP7 inh -3.7, 697 NFkB inh -32.2, UBC13 polyUb 6.2, Apaf1 inhib -9.8, SENP8 block 3.6 and Gli-Sufu antag 3.1.
Screening C/C(N)=C(/C#N)C(=O)CSc1nnc(COc2cc(C)ccc2C)o1 returned Jurkat NFkB inh -1.0, HKDC1 inh 14.8, SENP7 inh -0.5, 697 NFkB inh 17.0, UBC13 polyUb 4.6, Apaf1 inhib -15.7, SENP8 block 6.4 and Gli-Sufu antag 6.5.
`CCCCCCCC(=O)NNC(=O)Cc1ccccc1` gave Jurkat NFkB inh -3.5, HKDC1 inh -15.3, SENP7 inh -1.8, 697 NFkB inh -14.4, UBC13 polyUb -1.8, Apaf1 inhib 7.7, SENP8 block 6.6 and Gli-Sufu antag -7.5.
Screening Cc1cc(=O)oc2cc3oc(=O)cc(C)c3cc12 returned Jurkat NFkB inh 3.1, HKDC1 inh -1.1, SENP7 inh -3.7, 697 NFkB inh 12.6, UBC13 polyUb -0.7, Apaf1 inhib 0.2, SENP8 block -4.8 and Gli-Sufu antag -2.7.
Screening N#CCCN(C(=O)COC(=O)COc1ccccc1Cc1ccccc1)c1ccccc1 returned Jurkat NFkB inh -1.7, HKDC1 inh -0.9, SENP7 inh -0.5, 697 NFkB inh 13.8, UBC13 polyUb 3.2, Apaf1 inhib 13.9, SENP8 block -0.7 and Gli-Sufu antag -7.1.
`CC(C)(O)c1[nH]c2ccc(C#N)cc2c1C(C)(C)O` gave Jurkat NFkB inh 62.9*, HKDC1 inh -6.4, SENP7 inh -4.0, 697 NFkB inh 59.0*, UBC13 polyUb 7.8, Apaf1 inhib -7.2, SENP8 block 22.7 and Gli-Sufu antag 1.4.
Cc1ccc(-n2ncc3c(=O)[nH]c(SCC(=O)N4CCCc5ccccc54)nc32)cc1 was read as Jurkat NFkB inh 5.1, HKDC1 inh 2.2, SENP7 inh 14.2, 697 NFkB inh -7.3, UBC13 polyUb -14.3, Apaf1 inhib 30.6, SENP8 block 2.8 and Gli-Sufu antag 17.6.
For Cc1ccc(-n2nc3c(=O)n(CCCC(=O)N4CCCCC4)nc(C)c3c2C)cc1 the results were Jurkat NFkB inh 0.2, HKDC1 inh -1.7, SENP7 inh 5.0, 697 NFkB inh -29.4, UBC13 polyUb -12.2, Apaf1 inhib 14.6, SENP8 block 8.3 and Gli-Sufu antag 5.0.

Arranged by molar mass (highest first): 4 of the compounds above.
For Cc1ccc(-n2nc3c(=O)n(CCCC(=O)N4CCCCC4)nc(C)c3c2C)cc1 the results were Jurkat NFkB inh 0.2, HKDC1 inh -1.7, SENP7 inh 5.0, 697 NFkB inh -29.4, UBC13 polyUb -12.2, Apaf1 inhib 14.6, SENP8 block 8.3 and Gli-Sufu antag 5.0.
COc1ccc(CCC(C)Nc2ccccc2F)cc1 (configuration not stated) was read as Jurkat NFkB inh -12.1, HKDC1 inh -2.7, SENP7 inh -3.6, 697 NFkB inh 1.4, UBC13 polyUb -3.4, Apaf1 inhib 4.5, SENP8 block -16.9 and Gli-Sufu antag 1.5.
`CC(C)(O)c1[nH]c2ccc(C#N)cc2c1C(C)(C)O` gave Jurkat NFkB inh 62.9*, HKDC1 inh -6.4, SENP7 inh -4.0, 697 NFkB inh 59.0*, UBC13 polyUb 7.8, Apaf1 inhib -7.2, SENP8 block 22.7 and Gli-Sufu antag 1.4.
Screening Cc1cc(=O)oc2cc3oc(=O)cc(C)c3cc12 returned Jurkat NFkB inh 3.1, HKDC1 inh -1.1, SENP7 inh -3.7, 697 NFkB inh 12.6, UBC13 polyUb -0.7, Apaf1 inhib 0.2, SENP8 block -4.8 and Gli-Sufu antag -2.7.

Additional records follow.
`CCN(C(=O)COC(=O)c1ccc(=O)n(Cc2ccccc2)n1)C1CCCCC1` gave Jurkat NFkB inh 1.1, HKDC1 inh 4.8, SENP7 inh 2.5, 697 NFkB inh 11.5, UBC13 polyUb 7.1, Apaf1 inhib 7.3, SENP8 block -4.5 and Gli-Sufu antag 5.9.
Screening Cc1ccccc1C(=O)N/N=C/c1ccc(OCC(=O)N2CCCCC2)cc1 returned Jurkat NFkB inh 16.6, HKDC1 inh -6.3, SENP7 inh 4.6, 697 NFkB inh 1.5, UBC13 polyUb -3.0, Apaf1 inhib -10.2, SENP8 block -0.9 and Gli-Sufu antag -3.8.
For CCn1nnnc1NCc1cccc(Cl)c1 the results were Jurkat NFkB inh -1.9, HKDC1 inh -2.9, SENP7 inh -5.2, 697 NFkB inh -7.1, UBC13 polyUb -6.8, Apaf1 inhib -7.2, SENP8 block 1.4 and Gli-Sufu antag 28.7.
For CC(=O)Nc1nonc1NC(=O)COc1ccccc1 the results were Jurkat NFkB inh 3.4, HKDC1 inh -5.6, SENP7 inh 1.1, 697 NFkB inh 0.7, UBC13 polyUb 1.3, Apaf1 inhib 2.0, SENP8 block -5.6 and Gli-Sufu antag -7.3.
CCCn1c(=O)c(C(=O)NC(C)c2ccccc2)c(O)c2ccccc21 (configuration not stated) was read as Jurkat NFkB inh -14.8, HKDC1 inh -5.7, SENP7 inh -6.5, 697 NFkB inh 9.3, UBC13 polyUb 22.9, Apaf1 inhib 12.4, SENP8 block -3.5 and Gli-Sufu antag 29.9.
For CC1=NNC(=O)C1CCC(=O)N/N=C(\C)c1ccc(Cl)cc1 (configuration not stated) the results were Jurkat NFkB inh -5.1, HKDC1 inh 1.1, SENP7 inh 0.9, 697 NFkB inh 1.7, UBC13 polyUb -7.1, Apaf1 inhib -7.1, SENP8 block -6.0 and Gli-Sufu antag 3.5.
Screening CCCOC(=O)c1ccc(NC(=O)c2nc3nc(C)cc(C)n3n2)cc1 returned Jurkat NFkB inh 11.3, HKDC1 inh -4.0, SENP7 inh -5.2, 697 NFkB inh -11.3, UBC13 polyUb 17.5, Apaf1 inhib -9.2, SENP8 block -10.0 and Gli-Sufu antag -10.8.
`CC(C)(C)OC(=O)[C@H](Cc1ccccc1)NC(=O)c1nc[nH]c1C(=O)NCc1ccccc1` gave Jurkat NFkB inh 10.2, HKDC1 inh 3.0, SENP7 inh 9.3, 697 NFkB inh 14.7, UBC13 polyUb -15.4, Apaf1 inhib 23.3, SENP8 block -14.8 and Gli-Sufu antag -6.3.
`CCc1ccc(CN2CCSCC2)cc1` gave Jurkat NFkB inh 0.0, HKDC1 inh -5.3, SENP7 inh 5.6, 697 NFkB inh -11.5, UBC13 polyUb 1.0, Apaf1 inhib -14.8, SENP8 block -10.5 and Gli-Sufu antag 17.8.
Screening Cc1ccc(-n2nnnc2Sc2nc([N+](=O)[O-])nn2C)c(C)c1 returned Jurkat NFkB inh 4.7, HKDC1 inh -0.1, SENP7 inh 6.1, 697 NFkB inh 3.2, UBC13 polyUb 0.1, Apaf1 inhib -2.3, SENP8 block 0.5 and Gli-Sufu antag -1.0.
C=CC[C@H](CC(=O)NCCO)C(=O)N[C@H](COC(=O)[C@@H](CC=C)CC(=O)OC(C)(C)C)Cc1c[nH]c2ccccc12 was read as Jurkat NFkB inh -3.9, HKDC1 inh -1.3, SENP7 inh 3.5, 697 NFkB inh 24.6, UBC13 polyUb 5.9, Apaf1 inhib 9.5, SENP8 block -4.2 and Gli-Sufu antag -0.4.
For COCCCNC(=O)c1ccc2c(c1)ncn2-c1ccc(C)cc1C the results were Jurkat NFkB inh -23.2, HKDC1 inh -0.6, SENP7 inh 2.1, 697 NFkB inh 5.9, UBC13 polyUb 2.7, Apaf1 inhib 4.4, SENP8 block 2.5 and Gli-Sufu antag 1.2.
COC(=O)c1ccc(CNC(=O)CCc2c[nH]c3ccccc23)cc1 was read as Jurkat NFkB inh 8.0, HKDC1 inh -5.5, SENP7 inh 4.9, 697 NFkB inh 11.2, UBC13 polyUb -0.4, Apaf1 inhib -2.4, SENP8 block 2.2 and Gli-Sufu antag -15.2.
Screening Cc1cc([N+](=O)[O-])nn1CCCC(=O)Nc1sc2c(c1C(N)=O)CCCC2 returned Jurkat NFkB inh -13.8, HKDC1 inh -13.6, SENP7 inh -1.4, 697 NFkB inh -7.2, UBC13 polyUb -19.4, Apaf1 inhib -0.4, SENP8 block -4.5 and Gli-Sufu antag 10.1.
